Screens as filed in PubChem.
PRMT1 inh: PRMT1 methyltransferase inhibitors, primary screen, biochemical, fluorescence polarization | AID 652257, 2013 | inhibition, % at 2.79 µM | hit rate 1.3% among 370,000 | Protein arginine N-methyltransferase 1 (Homo sapiens), Q99873 | recombinant PRMT1, activity-based probe fluorescence polarization;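 active = inhibition above about 21% made by adding two undisclosed values, limit read from the data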
MBD2 DNA inh: inhibitors of MBD2 binding to methylated DNA, primary screen, biochemical, TR-FRET, DNA-binding domain, human; inhibition, % at 4.4 µM; AID 686964, 2013; hit rate 0.31% among 370,000; Methyl-CpG-binding domain protein 2 (Homo sapiens), Q9UBB5; MBD2 binding to methylated oligonucleotide; in the data active = inhibition above about 13%
Target sequence (Q9UBB5 whole entry, looked up, the tested form may be a part): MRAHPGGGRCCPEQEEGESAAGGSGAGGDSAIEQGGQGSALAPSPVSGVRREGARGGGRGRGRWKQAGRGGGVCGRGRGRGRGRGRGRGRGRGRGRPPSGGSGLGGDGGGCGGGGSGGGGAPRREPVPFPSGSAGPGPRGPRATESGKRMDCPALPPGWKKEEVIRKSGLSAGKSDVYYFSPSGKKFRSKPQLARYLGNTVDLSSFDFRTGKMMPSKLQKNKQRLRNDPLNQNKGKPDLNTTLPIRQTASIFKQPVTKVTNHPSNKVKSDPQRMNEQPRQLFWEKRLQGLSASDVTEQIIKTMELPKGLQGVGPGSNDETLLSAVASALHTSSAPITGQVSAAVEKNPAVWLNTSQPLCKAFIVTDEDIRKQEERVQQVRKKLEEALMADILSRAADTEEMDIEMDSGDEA
ABHD4 inh: ABHD4 inhibitors, primary screen, biochemical, fluorescence polarization, mouse; (Lyso)-N-acylphosphatidylethanolamine lipase (Mus musculus), Q8VD66; purified mABHD4, FP-Rh probe fluorescence polarization; inhibition, % at 8.92 µM; hit rate 0.54% among 370,000; AID 720543, 2013;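 active = inhibition exceeding the mean over every tested compound plus 3 SD, cut at about 30% in these data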;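 also: 0% = plate median of compound wells and 100% = S159A mutant with DMSO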
Target sequence (Q8VD66 whole entry, looked up): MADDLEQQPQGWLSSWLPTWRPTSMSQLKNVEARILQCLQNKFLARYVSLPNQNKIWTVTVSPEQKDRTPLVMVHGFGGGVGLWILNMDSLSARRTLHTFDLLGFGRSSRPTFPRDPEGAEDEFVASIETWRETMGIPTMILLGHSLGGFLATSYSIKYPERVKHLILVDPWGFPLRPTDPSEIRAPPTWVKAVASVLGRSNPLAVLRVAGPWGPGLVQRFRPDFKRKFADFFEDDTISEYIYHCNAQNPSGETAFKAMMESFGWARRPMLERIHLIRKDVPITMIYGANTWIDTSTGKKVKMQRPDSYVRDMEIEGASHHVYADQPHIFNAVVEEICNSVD
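Material: mouse ABHD4 enzyme, wild type; Benchmarks: S159A mutant high control, sample median low control; Buffer or medium: HEPES pH 7.0, NaCl, Pluronic buffer; Signal: fluorescence polarization; Read-out: percent inhibition of probe binding, normalized to plate controls; Timing: pre-incubation 45 min, probe exposure 60 min, at 25 °C; Dosing: 8.92 µM, single dose.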
SIAE primary: human SIAE inhibitors, primary screen, biochemical, fluorescence polarization, FP-Rh probe, 1536-well HTS; SIAE FP-Rh probe binding; hit rate 0.69% among 370,000; inhibition, % at 9.66 µM;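 active = inhibition above a cutoff: mean of compounds within the control limits plus 3 SD of those, cut at about 17% in these data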;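 also: 0% = plate median of compound wells and 100% = probe without SIAE protein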
rCAG binder: binders of r(CAG) RNA repeats, primary screen, biochemical, fluorescence; r(CAG) RNA repeat, TO-PRO-1 dye displacement fluorescence; inhibition, % at 3 µM; hit rate 1.3% among 370,000;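 active = inhibition above the plate cutoff, the mean of all test compounds on that plate plus 3 SD, cut at about 35% in these data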;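 also: 0% = DMSO alone and 100% = 100 µM mitoxantrone as full dye displacement; higher means more dye released from RNA so lower well fluorescence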
HTRA1 inhibitor: HTRA1 serine protease inhibitors, primary screen, biochemical, fluorescence polarization, HTS | inhibition, % at 5.96 µM | AID 504803, 2011 | Q92743 | hit rate 0.5% among 340,000 | recombinant HTRA1, FP-rhodamine activity-based probe; in the data active = inhibition above about 36%;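 also: 0% = enzyme with DMSO and 100% = wells lacking enzyme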
LEDGF integ inh: blockers of LEDGF/p75-dependent integrase strand transfer – biochemical, TR-FRET, high throughput, primary screen | TR-FRET IN-LEDGF/p75 DNA integration, Eu/Cy5 | inhibition, % at 3.7 µM | hit rate 0.64% among 370,000 | AID 743269, 2014;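 active = inhibition above the screen-wide mean plus 3 SD, cut at about 13% in these data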;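 also: signal is the Cy5 over europium emission ratio at 671 and 618 nm; 0% = plate median of compound wells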
TCR-CD3 inh: inhibitors of human TCR-CD3 interaction, primary screen, biochemical, fluorescence, TAMRA-labeled TCR probe | T-cell receptor (TCR) | inhibition, % at 9.4 µM | hit rate 0.37% among 360,000 | AID 651800, 2012; in the data active = inhibition above about 19%;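 also: recombinant mutant TCR 2C K166C tagged with TAMRA read by polarization; 0% = receptor in buffer alone and 100% = receptor with positive control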
TDP2 absorb: human TDP2 enzyme inhibitors, primary screen, biochemical, epi absorbance, recombinant enzyme | Tyrosyl-DNA phosphodiesterase 2 (Homo sapiens), O95551 | hit rate 0.34% among 370,000 | T5PNP hydrolysis, p-nitrophenol absorbance 415 nm | inhibition, % at 12.8 µM;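 active = inhibition above the mean of all tested compounds plus 3 SD, set per campaign, cut at about 25% in these data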;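 also: 0% = DMSO with enzyme and 100% = buffer with substrate but no TDP2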
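Incubation: 2 h at 37 °C; Test system: recombinant human TDP2; Quantity: enzyme 120 nM; Read-out basis: percent inhibition; Medium: 50 mM Tris-HCl pH 7.5 with Mg2+, KCl, DTT, BSA; Repeats: single replicate; Compound: 12.8 µM single point, 1% DMSO; Signal: epi absorbance; Reagent: 5 mM T5PNP chromogenic substrate; Benchmarks: no-enzyme high, DMSO-plus-enzyme low.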
GC-B act: human GC-B receptor activators, primary screen, HEK293 GC-B cells, cGMP TR-FRET, EC30 CNP; Atrial natriuretic peptide receptor 2 (Homo sapiens), P20594; 0% at EC30 CNP, 100% saturating CNP; activation, % at 10 µM; hit rate 0.11% among 370,000; AID 1920062, 2024;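 active = activation at 10 µM reaching about 35% in either raw or pattern-adjusted values, limit read from the data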
The depositor's hits bear a star; . = no result given. This is a subset; the hit share may differ from the screen's.

no.	SMILES	PRMT1 inh	rCAG binder	ABHD4 inh	TCR-CD3 inh	SIAE primary	GC-B act	HTRA1 inhibitor	MBD2 DNA inh	TDP2 absorb	LEDGF integ inh
1	COc1ccc(C(=O)N2CCN(c3nnnn3-c3ccccc3)CC2)cc1OC	-1	1	5	7	6	5	-5	-3	-6	-3
2	Oc1cc(O)c(CN2CCOCC2)cc1CN1CCOCC1	29*	8	-1	3	6	3	0	-1	0	7
3	COC(=O)[C@]12C[C@H](CC(=O)N3CCOCC3)C(=O)N(Cc3ccc(Cl)cc3Cl)C1=C[C@H](C(C)C)O[C@@H]2C1CC1	4	5	-2	.	7	-27	.	1	-2	-2
4	O=C(Cc1c(C(=O)O)[nH]c2ccccc12)NCCN1CCN(c2ccccc2F)CC1	1	14	-9	-3	0	2	2	8	-4	5
5	CC1(C)C2CCC(C2)C1(C)NC(=O)CN1CCOCC1 (centres undefined)	0	-3	3	1	-3	6	2	3	11	3
6	CCCCNC(=O)C1(C)CCN1C(=O)c1cc(-c2ccccc2)cs1 (centres undefined)	2	0	1	4	3	-10	.	-1	-3	1
7	Cc1nnc(SCC(N)=O)n1CC1CCCO1 (centres undefined)	2	-3	-3	9	2	1	1	1	4	0
8	CC(C(=O)Nc1ccccc1)N1CCN(C(=O)c2ccco2)CC1 (centres undefined)	-1	2	1	-1	1	6	1	-6	5	0
9	CCOC(=O)CCCCCC(=O)Nc1ccc2c(c1)C(=O)N([C@H](C)CO)C[C@H](C)[C@H](CN(C)C(=O)C1CCCCC1)OCCCC[C@@H](C)O2	0	5	4	3	6	2	2	3	-5	-2
10	Cc1ccc(C)n1-c1ccc(C(=O)/C=C/N(C)C)cc1	0	16	3	-1	-2	-4	-2	-2	-2	8
11	O=C(N[C@@H](Cc1ccccc1)C(=O)O)c1c(F)c(F)c(F)c(F)c1F	-3	2	5	-1	2	4	2	3	7	1
12	NCCCCCNC(=O)c1nc[nH]c1C(=O)NCC(=O)OCc1ccccc1	0	4	0	3	2	-1	2	2	-11	3

Part of the list above, reduced to TDP2 absorb, PRMT1 inh and LEDGF integ inh.
entry | SMILES | TDP2 absorb | PRMT1 inh | LEDGF integ inh
6 | CCCCNC(=O)C1(C)CCN1C(=O)c1cc(-c2ccccc2)cs1 (centres undefined) | -3 | 2 | 1
7 | Cc1nnc(SCC(N)=O)n1CC1CCCO1 (centres undefined) | 4 | 2 | 0
8 | CC(C(=O)Nc1ccccc1)N1CCN(C(=O)c2ccco2)CC1 (centres undefined) | 5 | -1 | 0
9 | CCOC(=O)CCCCCC(=O)Nc1ccc2c(c1)C(=O)N([C@H](C)CO)C[C@H](C)[C@H](CN(C)C(=O)C1CCCCC1)OCCCC[C@@H](C)O2 | -5 | 0 | -2
10 | Cc1ccc(C)n1-c1ccc(C(=O)/C=C/N(C)C)cc1 | -2 | 0 | 8
11 | O=C(N[C@@H](Cc1ccccc1)C(=O)O)c1c(F)c(F)c(F)c(F)c1F | 7 | -3 | 1

(next part)
no.	SMILES	PRMT1 inh	rCAG binder	ABHD4 inh	TCR-CD3 inh	SIAE primary	GC-B act	HTRA1 inhibitor	MBD2 DNA inh	TDP2 absorb	LEDGF integ inh
13	Cc1cccc(C(=O)NCCNC(=O)c2cnccn2)c1	1	2	4	11	0	2	3	2	12	-4
14	COc1ccc2[nH]c3c(c2c1)CCN1C(=O)C(CC(=O)NCc2ccco2)C[C@H](C(=O)N2CCOCC2)[C@@]31CCC1CCCC1 (some centres undefined)	4	3	1	-1	3	-1	4	-1	6	1
15	COc1ccc(C2CC(c3cccs3)=NN2C(=O)CCC(=O)O)cc1OC (centres undefined)	-3	2	-3	0	-4	0	3	-8	-14	5
16	COCCCN1C(=O)C(=O)/C(=C(/O)c2ccc(C)cc2)C1c1ccccc1 (centres undefined)	3	1	-10	-6	-9	2	3	2	2	0
17	CS(=O)(=O)N(Cc1ccc(Cl)cc1)c1ccc(C(=O)Nc2cccnc2)cc1	-1	-3	-12	3	-15	-9	-12	0	10	4
18	NC(=O)C1(N2CCCCC2)CCN(CC(=O)Nc2ccc(Oc3ccccc3)cc2)CC1	0	-6	3	2	-3	0	0	1	-12	1
19	CCOC(=O)c1c(NC(=O)c2cc(C)oc2C)sc(C(=O)Nc2ccc(Cl)cc2)c1C	-1	7	-1	-13	-13	2	-27	-1	3	3
20	Cc1[nH]c2ccccc2c1C(=O)CN1CCSCC1	0	-1	-1	-2	3	1	-1	7	-3	1
21	CN(C)/C=N/c1cnc(C(=O)c2ccc(Cl)cc2)n1C	2	-5	-3	0	0	-8	2	-2	1	0
22	COc1ccc(S(=O)(=O)N2CCOC2CNC(=O)C(=O)NCC(C)C)cc1 (centres undefined)	-1	-4	-1	9	-6	2	6	-3	6	-2
23	CC(C)Oc1ccc(CNC(=O)CC(c2ccccc2)c2cc(Cl)ccc2O)cc1 (centres undefined)	2	8	-61	-3	-39	0	-61	7	-13	3
24	Cc1ccc(NC(=O)CN2C(=O)S/C(=C\c3cccn3C)C2=O)cc1	-1	3	-3	1	-2	3	-7	-2	-2	-1
25	COc1ccc(Cl)cc1C(=O)NNC(=O)C1CCCO1 (centres undefined)	7	0	-8	-8	-1	-5	2	5	-3	-4
26	Cc1cccc(CN2CCN(C3CN(CCc4ccccc4)S(=O)(=O)C3)CC2)c1 (centres undefined)	-2	1	-1	-2	3	7	.	-3	-21	6
27	CC1(C(=O)NS(=O)(=O)c2cccc(Cl)c2)CCN1C(=O)Cc1ccc(Cl)cc1Cl (centres undefined)	-8	30	1	2	0	4	.	6	2	1
28	COc1ccc(NC(=O)c2c(NC(=O)CNCc3ccco3)sc3c2CCC3)cc1	2	7	0	-2	-3	-9	-14	2	2	2
29	Cc1[nH]n(-c2ccccc2)c(=O)c1N=O	0	0	3	4	0	1	1	-5	0	2
30	COc1ccc(CN(C)C(=O)c2ccc(NC(=O)CC3SC(N4CCCCC4)=NC3=O)cc2)c(OC)c1 (centres undefined)	3	2	-5	-7	-7	7	-8	1	-5	-1
31	CN(Cc1ccccn1)Cc1nc(-c2ccc(Cl)cc2)no1	-2	7	-9	-1	4	1	-3	-2	19	4
32	COc1ccccc1N1CCN(CCCNC(=O)Nc2ccccc2)CC1	-1	-3	-2	9	1	-1	1	-1	0	0
33	COCc1nnc(SCC(=O)Nc2cccc(Cl)c2C)n1-c1ccccc1	-5	-6	-3	0	8	0	-2	2	-6	-1
34	O=C(CCC1COc2ccccc2O1)Nc1cccnc1 (centres undefined)	-1	-1	-3	1	3	2	2	-5	5	0
35	CC(C)C1CC(CCN2CCCCC2)(c2ccccc2)CCO1 (centres undefined)	-2	-3	3	5	-1	0	10	1	10	1
36	Cc1ccc2nc(NC(=O)CCNS(=O)(=O)c3cccs3)sc2c1	-1	9	-13	9	-6	-16	-23	-3	6	2

Complete entries, quoted from the list. Order of values: PRMT1 inh, rCAG binder, ABHD4 inh, TCR-CD3 inh, SIAE primary, GC-B act, HTRA1 inhibitor, MBD2 DNA inh, TDP2 absorb, LEDGF integ inh
Listed for `O=C(CCC1COc2ccccc2O1)Nc1cccnc1` (centres undefined) = -1, -1, -3, 1, 3, 2, 2, -5, 5, 0
Listed for `COc1ccc(Cl)cc1C(=O)NNC(=O)C1CCCO1` (centres undefined) = 7, 0, -8, -8, -1, -5, 2, 5, -3, -4
Listed for `COCc1nnc(SCC(=O)Nc2cccc(Cl)c2C)n1-c1ccccc1` = -5, -6, -3, 0, 8, 0, -2, 2, -6, -1
Listed for `COc1ccccc1N1CCN(CCCNC(=O)Nc2ccccc2)CC1` = -1, -3, -2, 9, 1, -1, 1, -1, 0, 0
Listed for `Cc1[nH]n(-c2ccccc2)c(=O)c1N=O` = 0, 0, 3, 4, 0, 1, 1, -5, 0, 2

Further compounds:
no.	SMILES	PRMT1 inh	rCAG binder	ABHD4 inh	TCR-CD3 inh	SIAE primary	GC-B act	HTRA1 inhibitor	MBD2 DNA inh	TDP2 absorb	LEDGF integ inh
37	CN1CCN(/N=C/c2c3ccccc3c(Cl)c3ccccc23)CC1	2	2	14	1	2	-13	2	3	-9	3
38	COCCCn1c(SCC(=O)n2c(C)c(C)c3ccccc32)nnc1-c1ccoc1C	3	4	3	-1	0	-6	2	-3	-1	-3
39	COc1ccc(S(=O)(=O)N2CCC(C(=O)NC3CCCCC3C)CC2)cc1 (centres undefined)	-3	0	-3	-5	-8	3	4	1	1	3
40	COc1ccc(S(=O)(=O)N(C)C)cc1NC(=O)c1ccc(OCC(=O)N2CCOCC2)c(OC)c1	5	1	-2	-5	4	9	-1	0	-2	-5
41	CCOC(=O)C1CCN(CCC(=O)Nc2ccc(C)c(C)c2)CC1	-5	-7	-2	-3	-3	1	11	-9	1	-1
42	O=C(COC(=O)c1ccc(Br)o1)NCc1ccccc1Cl	-13	-2	-6	3	-3	-3	0	5	1	5
43	C=CCn1c(-c2csc(-c3ccccc3)n2)n[nH]c1=S	9	12	7	6	3	-14	0	-1	5	3
44	CC(=O)Nc1cccc(CP(=O)(c2ccccc2)c2ccccc2)c1	-4	1	-8	-2	-3	-2	0	3	-15	6
45	CCc1ccc(NC(=O)C(C)OC(=O)CCN2C(=O)C3CC=CCC3C2=O)cc1 (centres undefined)	-2	-3	-6	0	-9	-3	2	2	-18	7
46	CCOC(=O)c1[nH]ncc1CN1CCCC(C(=O)c2ccc(C(C)(C)C)cc2)C1 (centres undefined)	4	-3	0	1	-11	4	-11	1	-1	-2
47	CC(=O)N1CC(C)Sc2ccc(S(=O)(=O)NCc3ccc(Cl)cc3)cc21 (centres undefined)	2	-3	-4	-4	7	-3	-10	4	-12	-6
48	CCOc1cc(NC(=S)NCc2ccco2)c(OCC)cc1NC(=O)c1ccco1	-1	3	1	6	-3	-4	4	5	3	1
49	CCOC(=O)c1c(C)[nH]c(C(=O)COC(=O)CNC(=O)c2ccc(Cl)cc2Cl)c1C	-4	2	-4	9	0	-6	-6	-4	3	0
